# Screening data: PubChem BioAssay, National Center for Advancing Translational Sciences (NCATS)
# ALOX12 inh = inhibitors of human 12S-lipoxygenase ALOX12 | P18054 | purified 12hLO, xylenol orange hydroperoxide absorbance | Potency, µM (series often up to 108 µM), for the others: at the highest dose activity change, negative = inhibition, most hits filed as inhibitors | 1.1% of 580,000 active | AID 1671190; also: potency is read from the fitted curve at half-maximal effect; % is scaled to controls: 0 for no effect and ±100 for the full control effect
#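 Hydroperoxide product was detected by ferrous iron/xylenol orange as the 573 to 405 nm absorbance ratio. Arachidonic acid at 40 uM (final) was turned over for 30 min at room temperature by 150 nM human 12hLO, pH 7.0 Hepes buffer, after 15 min compound preincubation.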
# LDHA inh = blocks human lactate dehydrogenase A; P00338; purified LDHA, NADH/diaphorase-resazurin fluorescence; active compounds read low; activity change, % (values are at about 110 or 230 µM); 0.15% of 480,000 active; AID 1347041; in the data active = activity change below about -30%; inconclusive = mostly about -25% to -30%;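 also: plate controls were DMSO wells for no effect and wells without enzyme for full effect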
#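 LDH5 2 nM; NADH 0.06 mM, pyruvate 0.2 mM; 200 mM Tris pH 7.4, EDTA, Tween-20; 5 min RT. Detection: diaphorase 0.133 mg/mL + resazurin 37 µM, fluorescence ex540/em590 at 0 and 20 min; normalized to enzyme-free and DMSO wells.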
# D2 antag = D2 dopamine receptor (human) antagonism. HEK293 TREx D2 cells, calcium flux, dopamine EC80. inhibition, % at 10 µM. 2% of 340,000 active. AID 485344; in the data active = inhibition above about 30%; also: 0% is about no effect
#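 Measurement of antagonist activity uses fluorescent calcium dye in inducible HEK293 T-REx D2 cells: 10 s baseline, compound addition with 180 s read, EC80 dopamine addition with a further 180 s read.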
# D2 agonist = D2 dopamine receptor (human) agonism; P14416; HEK293 T-REx D2 cells, calcium flux agonist mode; activation, % at 2 µM; 0.53% of 340,000 active; AID 485358;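 active = activation over 3 SD above normal in the single-dose calcium agonist read, cut at about 30% in these data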; also: 0% is about no effect
#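 In this primary screen, compounds producing a positive calcium signal within 180 s of addition to tetracycline-induced, force-coupled HEK293 Trex D2 cells are flagged; cells are dye-loaded with a no-wash calcium kit beforehand.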
# Vif-APOBEC3F blk = inhibitors of Vif-A3F interaction. HeLa A3F-eYFP + Vif (tagged APOBEC3F with the HIV-1 protein that degrades it), YFP fluorescence increase. Potency, µM (titrated, usually from 46.1 µM), for the others: top-dose activity, negative = active. 0.2% of 390,000 active; also: potency is read from the fitted curve at half-maximal effect; % of control where 0% means no effect; nearly all actives have a fitted effect of over 65% in size
#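 HeLa cells stably expressing A3F-eYFP plus Vif, plated and incubated overnight at 37 deg C, then exposed to compounds overnight at 37 deg C. Blocked degradation read as raised yellow fluorescence (Ex 488/Em 500-530).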
# GRP78 ERSR act = induces the endoplasmic reticulum stress response in human glioma cells; Potency, µM, inactives show top-dose activation, hits mostly activators; 0.02% of 420,000 active; U87-MG GRP78 promoter luciferase reporter, 16 h; also: potency is read from the fitted curve at half-maximal effect; series mostly up to about 76 µM; % of control where 0% means no effect; nearly all actives have a fitted effect of over 35% in size
#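 ERSR induction read as luciferase luminescence (Bright-Glo, 10 min at room temperature) in stably transfected human U87-MG glioma cells exposed to compounds for 16 h, using GRP78 as sensor.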
# RGS4 inh = human RGS4 inhibition. 0.039% of 390,000 active. Potency, µM (series often up to 114 µM), for inactives: at the highest dose activity change, negative = inhibition, actives largely listed as inhibitors. Transcreener GDP fluorescence polarization, RGS4-accelerated GTP hydrolysis; also: potency is read from the fitted curve at half-maximal effect; % is scaled to controls: 0 for no effect and ±100 for the full control effect; nearly all actives have a fitted effect of over 75% in size; some results filed as inactive show a strong effect at the top dose
# Target sequence (P49798 whole entry, looked up): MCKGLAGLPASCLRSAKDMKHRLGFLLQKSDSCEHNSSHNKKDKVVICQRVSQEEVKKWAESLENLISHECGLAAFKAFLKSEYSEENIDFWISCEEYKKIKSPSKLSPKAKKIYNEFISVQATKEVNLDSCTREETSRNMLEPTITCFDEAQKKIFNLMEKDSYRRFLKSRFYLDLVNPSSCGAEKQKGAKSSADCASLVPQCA
#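 MLSMR compounds (23 nl, pin-transferred) preincubated 10 min at room temperature with a 500nM (2x) first reagent, then RGS4 at 900nM (2x) plus Transcreener GDP mix added; fluorescence polarization (620/688 nm) read before and after 90 min at 30 °C.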
# Vif-APOBEC3G blk = Vif-A3G binding inhibition. HeLa A3G-eYFP + Vif (tagged APOBEC3G with the HIV-1 protein that degrades it), YFP fluorescence, overnight. Q9HC16. 0.076% of 410,000 active. AID 602310. Potency, µM (highest dose often 46.1 µM), without a hit: at the top dose activity, negative = active, actives largely listed as inhibitors;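 also: potency is read from the fitted curve at half-maximal effect; % is scaled to controls: 0 for no effect and ±100 for the full control effect; nearly all actives have a fitted effect of over 60% in size; hits raise eYFP signal because A3G escapes Vif-driven loss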
# Target sequence (Q9HC16 whole entry, looked up): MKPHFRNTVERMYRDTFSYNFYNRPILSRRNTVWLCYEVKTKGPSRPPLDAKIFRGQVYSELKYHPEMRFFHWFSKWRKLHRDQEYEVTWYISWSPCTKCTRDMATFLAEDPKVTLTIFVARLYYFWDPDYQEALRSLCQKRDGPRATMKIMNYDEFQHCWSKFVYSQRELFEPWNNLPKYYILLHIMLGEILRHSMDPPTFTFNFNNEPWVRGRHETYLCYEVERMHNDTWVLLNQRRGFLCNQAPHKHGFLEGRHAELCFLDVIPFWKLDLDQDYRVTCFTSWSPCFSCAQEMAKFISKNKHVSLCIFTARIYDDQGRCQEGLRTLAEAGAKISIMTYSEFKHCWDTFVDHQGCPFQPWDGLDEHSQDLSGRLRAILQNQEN
#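 HeLa cells stably expressing Vif and C-terminally eYFP-tagged A3G, seeded overnight at 37 deg C, then exposed to compound by pintool overnight at 37 deg C. Rise in yellow fluorescence (Ex 488/Em 500-530, Acumen) marks blocked Vif-driven A3G degradation.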
# ERG Ets-DNA blk = blocks human ERG Ets domain binding to DNA | Potency, µM (top dose mostly 76.9 µM), without a hit: at the highest dose FP activity, negative = inhibition, actives largely listed as inhibitors | 0.028% of 370,000 active | fluorescence polarization, His-ERG Ets domain / labelled DNA | AID 624246; active = well fitted inhibition curve with a large enough effect in the polarisation, with a control signal flat; inconclusive = small, poorly fitted or top-dose-only effect, or effect the other way, or a change in a side signal; inactive = no such curve, though single readings can be large or run the other way; the % refers to the polarisation;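 also: polarization taken with two DNA probes labelled with fluorescein and Texas red; potency is read from the fitted curve at half-maximal effect; % of control where 0% means no effect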
# Target sequence (P11308 whole entry, looked up, the tested form may be a part): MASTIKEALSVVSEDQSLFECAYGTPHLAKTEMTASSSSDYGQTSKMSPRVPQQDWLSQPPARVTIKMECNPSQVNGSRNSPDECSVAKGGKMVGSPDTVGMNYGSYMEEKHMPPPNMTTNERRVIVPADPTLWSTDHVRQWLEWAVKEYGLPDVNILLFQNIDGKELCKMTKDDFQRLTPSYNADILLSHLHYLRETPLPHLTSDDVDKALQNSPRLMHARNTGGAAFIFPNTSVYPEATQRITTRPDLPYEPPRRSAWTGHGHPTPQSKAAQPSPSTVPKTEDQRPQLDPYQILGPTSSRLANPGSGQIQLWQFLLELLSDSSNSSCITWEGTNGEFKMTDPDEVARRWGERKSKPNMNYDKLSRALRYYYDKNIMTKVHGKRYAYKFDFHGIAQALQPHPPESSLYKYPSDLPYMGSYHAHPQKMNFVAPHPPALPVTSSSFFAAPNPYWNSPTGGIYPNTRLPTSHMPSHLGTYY
#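 His-tagged ERG Ets domain (1 uM in the protein solution; 300mM KCl, 50mM Tris-HCl, 1mM EDTA, 1mM DTT, pH 7.5) received compound, then a probe mix of 5 nM fluorescein-DNA and 100nM Texas-615-DNA. Fluorescence polarization was read for both dyes.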
# * = called active by the depositor; ? = inconclusive; . = not tested or not shown; & = joins results of further samples; [ ] = remark or other dose. Unless noted, calls follow the shape of the dose curve; as a rule, active = well fitted curve in the direction sought with a large enough effect; inconclusive = small, poorly fitted or top-dose-only effect, or another doubt; inactive = no such curve, though single readings can be large; an effect the other way counts as inactive or inconclusive.
item | compound | ALOX12 inh | LDHA inh | D2 antag | D2 agonist | Vif-APOBEC3F blk
1 | Cc1nn(-c2ccccc2)c(C)c1C(=O)OCC(=O)Nc1ccc(C(N)=O)cc1 | -28% | -5 | . | . | 1%
2 | CCn1c(=O)c2sccc2n2c(CCCC(=O)NCc3cccnc3)nnc12 | 0% | 1 | -1 | 0.3 | ?
3 | COc1cc(OC)c(NC(=O)c2ccc3c(c2)N(Cc2ccc(C)cc2)CCS3)cc1Cl | -19% | 0 | . | 0.3 | -10%
4 | CCOc1ccc(C(C)NC(=S)NCc2ccc(Cl)cc2)cc1 (stereo not drawn) | 40µM* | 1 | 27 | 29 | ?
5 | Cc1ccc(NC2Nc3cc(C)nn3S2)c(C)c1 (stereo not drawn) | 40µM* | -3 | 3 | -0.4 | ?
6 | CN1CCN(S(=O)(=O)c2ccc(Oc3ccc(Br)cc3F)nc2)CC1 | -19% | -3 | 34* | -0.9 | 2%
7 | Cc1ccc(Nc2nc(CSc3nnc(-c4ccncc4)n3-c3ccccc3C)cs2)cc1 | 2% | 1 | 1 | -0.6 | 1%
8 | Cc1c(/C=N/NC(N)=O)c2ccccn2c1C(=O)c1ccncc1 | ? | 0 | 23 | 0.3 | 3%
9 | Cc1cccnc1C1=NOC(Cc2ccccc2)C(=O)N1Cc1ccccc1F (stereo not drawn) | 13% | 2 | . | . | .
10 | O=C(CN1CCCCCC1)Nc1ccc([N+](=O)[O-])cc1Br | -11% | -4 | 5 | -0.6 | 1%
11 | O=C(NCCCN1CCOCC1)/C(=C/c1ccc(-c2cccc([N+](=O)[O-])c2)o1)NC(=O)c1ccccc1 | -29% | -4 | . | . | 1%
12 | O=c1c(N2CCN(c3ccc(F)cc3)CC2)csc2ccc(F)cc12 | ? | -1 | . | 0.3 | 1%
13 | CC(=O)c1csc(CS(=O)(=O)c2ccccn2)n1 | 125%[activator] | -9 | -3 | 0.8 | 10%
14 | O=C(Nc1ccccc1[N+](=O)[O-])C1(c2ccccc2)CCOCC1 | -8% | -2 | 20 | 3.0 | 7%
15 | COc1cc(OC)nc(C(NC(=O)C2CCN(Cc3ccc(Oc4ccccc4)cc3)CC2)c2ccc(F)cc2)n1 (stereo not drawn) | ? | -2 | . | . | .

item | GRP78 ERSR act | RGS4 inh | Vif-APOBEC3G blk | ERG Ets-DNA blk
1 | -2% | . | -4% | .
2 | -2% | 7% | 1% | 1%
3 | -2% | 1% | 0% | 3%
4 | 1% | 1% | 2% | 5%
5 | 0% | -31% | 0% | 3%
6 | -2% | 23% | 0% | 6%
7 | 1% | 16% | -13% | 8%
8 | -5% | -13% | 1% | -7%
9 | 0% | . | 4% | .
10 | 1% | 6% | -6% | -4%
11 | -5% | . | 2% | .
12 | 0% | -41% | -3% | 4%
13 | -3% | 15% | 1% | 0%
14 | -2% | -8% | 0% | 7%
15 | -2% | . | -1% | .

# Full records, quoted from the list. Order of values: ALOX12 inh, LDHA inh, D2 antag, D2 agonist, Vif-APOBEC3F blk, GRP78 ERSR act, RGS4 inh, Vif-APOBEC3G blk, ERG Ets-DNA blk
# `Cc1ccc(NC2Nc3cc(C)nn3S2)c(C)c1` (stereo not drawn) as listed: 40µM*, -3, 3, -0.4, ?, 0%, -31%, 0%, 3%
# `Cc1c(/C=N/NC(N)=O)c2ccccn2c1C(=O)c1ccncc1` as listed: ?, 0, 23, 0.3, 3%, -5%, -13%, 1%, -7%
# `O=c1c(N2CCN(c3ccc(F)cc3)CC2)csc2ccc(F)cc12` as listed: ?, -1, ., 0.3, 1%, 0%, -41%, -3%, 4%
# `O=C(NCCCN1CCOCC1)/C(=C/c1ccc(-c2cccc([N+](=O)[O-])c2)o1)NC(=O)c1ccccc1` as listed: -29%, -4, ., ., 1%, -5%, ., 2%, .

# Part of the list above, reduced to ALOX12 inh.
item	structure	ALOX12 inh
1	Cc1nn(-c2ccccc2)c(C)c1C(=O)OCC(=O)Nc1ccc(C(N)=O)cc1	-28%
11	O=C(NCCCN1CCOCC1)/C(=C/c1ccc(-c2cccc([N+](=O)[O-])c2)o1)NC(=O)c1ccccc1	-29%
3	COc1cc(OC)c(NC(=O)c2ccc3c(c2)N(Cc2ccc(C)cc2)CCS3)cc1Cl	-19%
8	Cc1c(/C=N/NC(N)=O)c2ccccn2c1C(=O)c1ccncc1	?

# Next part.
item | compound | ALOX12 inh | LDHA inh | D2 antag | D2 agonist | Vif-APOBEC3F blk
16 | CCOC(=O)CSc1ccc(S(=O)(=O)N(C)C2CCCCC2)cc1[N+](=O)[O-] | -21%[57.4 µM] | 2 | -3 | -2.1 | -2%
17 | COc1ccc(CN(C)CC(=O)Nc2ccccc2C(=O)NC2CC2)cc1OC | 1% | -7 | -5 | -0.5 | ?
18 | CCCCCn1c(N)c(-c2nc3ccccc3o2)c2c([N+](=O)[O-])nn(CC)c(=O)c21 | -14% | -14 | . | . | 1%
19 | CC(OC(=O)CCNS(=O)(=O)c1cccs1)C(=O)Nc1ccc(S(N)(=O)=O)cc1 (stereo not drawn) | -25% | -16 | 18 | 0.2 | -2%
20 | O=C(Nc1ccccc1)c1cccc(S(=O)(=O)Oc2ccc([N+](=O)[O-])cc2)c1 | 0% | -2 | -8 | -1.2 | 6%
21 | O=S(=O)(NC1C2CC3CC(C2)CC1C3)c1ccccc1 (stereo not drawn) | 99% | 0 | -5 | -0.1 | 0%
22 | CN1[C@@H](CC(=O)c2ccccc2)CCC[C@H]1C[C@H](O)c1ccccc1 | -15%&6%&-5% | -3&-6 | -62&-3 | 1.1&-0.2 | -1%
23 | CC(C)(C)N(Cc1ccccc1)C(=O)CSc1nc2ccccc2c(=O)[nH]1 | -29% | 1 | 1 | -0.1 | -4%
24 | CCc1nnc(NC(=O)CC(CN(C)S(=O)(=O)c2ccccc2)c2ccccc2)s1 (stereo not drawn) | -3%[57.4 µM] | -8 | 13 | -0.9 | 1%
25 | Cc1ccc(OCC(=O)Nc2cccc(C(=O)OCc3cc(=O)n4c(C)csc4n3)c2)cc1 | ? | -2 | . | 0.9 | 8%
26 | Cc1ccc(NC(=O)Cn2cnc3c2c(=O)n(C)c(=O)n3C)cc1C | ? | -1&7 | . | 0.2 | 2%
27 | O=C(NCCc1ccccc1)c1ccc(-c2ccccc2C(F)(F)F)o1 | ? | 0 | -8 | -0.6 | 2%
28 | Cc1nnc(SCCn2c(N3CCC(C)CC3)nc3c2c(=O)n(C)c(=O)n3C)s1 | -11% | -4 | . | . | -8%
29 | COc1ccc(C)cc1NC(=O)CNC(c1ccccc1)c1ccccc1 | 0% | -1 | 37* | 1.0 | 9%
30 | CC(CCc1ccccc1)NC(=O)COc1ccc(S(=O)(=O)N2CCOCC2)cc1[N+](=O)[O-] (stereo not drawn) | -17% | -22 | -15 | 0.2 | 5%

item | GRP78 ERSR act | RGS4 inh | Vif-APOBEC3G blk | ERG Ets-DNA blk
16 | 2% | -7% | 1% | .
17 | -6% | -39% | -1% | .
18 | -3% | 8% | -4% | -2%
19 | -2% | 15% | -7% | -12%
20 | -3% | -23% | -4% | 8%
21 | -1% | 4% | 3% | -2%
22 | -5%&-2%&-4%&-5%&-3% | -2%[56.9 µM] | 3%&2% | 0%
23 | -3% | -37% | 1% | 6%
24 | -4% | 6% | -1% | -2%
25 | -1% | ? | 3% | 2%
26 | -3% | 4% | -2% | 2%
27 | 0% | -30% | -5% | 6%
28 | -1% | -6% | 0% | -2%
29 | 0% | -15% | 0% | 14%
30 | -3% | -15% | -3% | .

# Continued:
item | compound | ALOX12 inh | LDHA inh | D2 antag | D2 agonist | Vif-APOBEC3F blk
31 | NC(N)=NC1=NC(=O)C(Cc2ccccc2Cl)S1 (stereo not drawn) | 0% | -5 | -3 | 1.0 | 5%
32 | C=CCn1c(O)c(N=NC(=O)CNC(=O)/C=C/c2ccc(OC)cc2)c2ccccc21 | -1% | -8 | 28 | -0.1 | 8%
33 | C[C@H](CO)N1C[C@H](C)[C@H](CN(C)S(=O)(=O)c2ccccc2)Oc2ccc(NC(=O)NC3CCCCC3)cc2CC1=O | 5% | -11 | . | . | 4%
34 | COC(=O)Cc1ccc(NC(=S)NCCCO)cc1 | -1% | -7 | 0 | -1.4 | -1%
35 | O=S(=O)(c1ccc(Cl)nc1)N(Cc1ccccc1)Cc1ccccc1 | -6% | -4 | -4 | -0.8 | 6%
36 | Cc1ccc(NC(=O)COc2ccc(CCO)cc2-n2nc3ccccc3n2)cc1C | 2% | -12 | -4 | -0.3 | -4%
37 | COc1ccc(CC(=O)N/N=C(\C)CC(=O)Nc2ccc(N(C)C)cc2)cc1 | 27% | 0 | 10 | -0.2 | 3%
38 | Cc1ccc(NC(=O)CSc2nc3ccccc3c(=O)[nH]2)cc1[N+](=O)[O-] | -12% | -6 | . | . | 3%
39 | CCOC(=O)C(CCc1ccccn1)c1ccccc1 (stereo not drawn) | -1% | -9 | . | . | -6%

item | GRP78 ERSR act | RGS4 inh | Vif-APOBEC3G blk | ERG Ets-DNA blk
31 | 1% | -19% | 2% | 13%
32 | -5% | 36% | -1% | 1%
33 | -1% | 5% | -6% | -16%
34 | 2% | -8% | -2% | 13%
35 | -4% | -20% | -1% | -7%
36 | -1% | -6% | 1% | -5%
37 | -5% | -5% | -5% | -2%
38 | 1% | 1% | 0% | -3%
39 | -2% | 22% | 0% | 4%

# An excerpt. The share of hits here may be higher or lower than overall.
